Screens as filed in PubChem.
PERK inhibitor: blocks human PERK kinase. CHO PERK-DD fusion, SEAP luminescence translation reporter. inhibition, % at 5.6 µM. Q9NZJ5. 220,000 tested, 0.17% active;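 active = inhibition above the mean inhibition of all tested compounds plus 3 SD, set separately per screening campaign, cut at about 2.9% in these data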;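 note: PERK kinase domain activated by AP20187 dimerizer at 100 nM; 0% = DMSO with dimerizer and 100% = rapamycin at 8.4 µM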
EP2 mod: modulates human prostaglandin E2 receptor EP2 signaling | P43116 | EP2-expressing cells, cAMP HTRF FRET, PGE2 co-stimulation | induction, % at 25 µM | 260,000 tested, 0.83% active;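 active = compounds whose cAMP rise, as percent of the full-agonist control response, exceeds 60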;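 note: rat C6 glioma line stably carrying human EP2 under a CMV promoter; the protocol text gives 20 µM as final concentration; 100% = response of wells given 1 µM PGE2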
Target sequence (P43116 whole entry, looked up): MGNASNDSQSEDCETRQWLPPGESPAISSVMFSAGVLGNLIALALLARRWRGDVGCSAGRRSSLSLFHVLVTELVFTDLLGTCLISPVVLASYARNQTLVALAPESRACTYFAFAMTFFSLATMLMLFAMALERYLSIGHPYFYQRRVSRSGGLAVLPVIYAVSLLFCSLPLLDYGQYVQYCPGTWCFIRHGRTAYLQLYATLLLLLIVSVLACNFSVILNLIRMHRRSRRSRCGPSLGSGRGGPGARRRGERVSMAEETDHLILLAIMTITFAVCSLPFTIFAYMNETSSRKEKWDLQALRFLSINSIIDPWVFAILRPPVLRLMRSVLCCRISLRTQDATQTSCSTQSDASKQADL
TNF death inh: TNF-alpha cell death inhibition in Jurkat FADD-/- cells; Jurkat FADD-/- TNF necroptosis rescue, ATP luminescence, 24 h; 0 = TNF only, 100 = no-TNF cells; activation (protection from cell death), % at 10 µM; 220,000 tested, 0.068% active;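 active = activation, meaning protection from cell death, of at least 50% relative to plate controls; inactive = activation below 50%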;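 note: necroptosis triggered by 40 ng/mL TNF-alpha added together with compound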
Runt-SMMHC FRET: blocks binding of human RUNX1 Runt domain to CBFb-SMMHC. Q01196+Q13951. Cerulean-Runt/Venus-CBFb-SMMHC FRET ratio 530/480, 1 h. inhibition, % at 20 µM. 220,000 tested, 0.74% active. AID 1434;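 active = mean inhibition across duplicate retests at 20 µM reaching about 50%, limit read from the data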;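 note: 0% = DMSO wells and 100% = wells with excess untagged CBFb-SMMHC; inhibitors lower the FRET ratio by blocking Runt binding to CBFb-SMMHC; some results filed as inactive read as strong as hits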
Hck Nef HTS: human Hck-Nef kinase inhibition | P08631 | Recombinant Hck-YEEI plus Nef, Z-Lyte FRET kinase assay | 220,000 tested, 0.68% active | inhibition, % at 20 µM | AID 463187;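 active = Hck-Nef kinase inhibition above about 50%, limit read from the data; inactive = inhibition below that limit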;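 note: 0% = DMSO with Hck plus Nef and 100% = Hck alone without Nef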
EP2 antag: EP2 receptor (human) inhibition; 260,000 tested, 0.52% active; inhibition, % at 25 µM; C6 glioma cells expressing human EP2, cAMP TR-FRET; cells stimulated with saturating PGE2; P43116;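 active = percent inhibition above 40 after rounding to a whole number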;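 note: rat C6 glioma host cells with rolipram phosphodiesterase inhibitor present; the protocol text gives 20 µM as final concentration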
RBBP9 inh: inhibitors of human serine hydrolase RBBP9. recombinant RBBP9, FP-Rh probe fluorescence polarization. inhibition, % at 7.94 µM. O75884. AID 1515. 220,000 tested, 0.2% active;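 active = inhibition above the campaign mean of all tested compounds plus 3 SD, cut at about 14% in these data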;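 note: plate controls were DMSO wells with RBBP9 for no effect and wells lacking RBBP9 protein for full effect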
Target sequence (O75884 whole entry, looked up): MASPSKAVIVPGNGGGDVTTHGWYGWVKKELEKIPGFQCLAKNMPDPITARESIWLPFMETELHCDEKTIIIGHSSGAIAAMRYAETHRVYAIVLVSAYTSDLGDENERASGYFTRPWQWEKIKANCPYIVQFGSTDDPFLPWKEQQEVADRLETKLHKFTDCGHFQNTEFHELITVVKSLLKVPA
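Test system – recombinant human RBBP9 · Input – RBBP9 2.5 µM in dispensing solution, pre-mixing · Medium – Tris buffer pH 8.0, NaCl, Pluronic · Schedule – preincubation 30 min plus labeling 45 min at 25 °C · Measured by – fluorescence polarization · Measure – % inhibition · Controls – DMSO and no-protein wells · Replicates – one well per compound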
zVAD death inh: blocks zVAD induced death of L929 cells; 220,000 tested, 0.38% active; L929 zVAD necroptosis rescue, ATP luminescence, 24 h; with zVAD 60 µM; viability rescue, % at 10 µM;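 active = activation, scaled between plate controls, above about 75%, limit read from the data; inactive = activation under that limit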;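 note: 0% = zVAD with DMSO and 100% = DMSO alone without zVAD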
Runt-CBFb FRET: Runt domain-CBFb interaction inhibition | 220,000 tested, 0.46% active | Cerulean-Runt/Venus-CBFb FRET ratio 530/480, 1 h | Q01196+Q13951 | inhibition, % at 20 µM;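 active = inhibition over about 50% at 20 µM in the single-dose screen, limit read from the data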;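 note: 0% = DMSO wells and 100% = excess unlabeled CBFb competitor control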
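Assay system: Cerulean-Runt domain / Medium: Tris 50 mM pH 7.5, KCl, K2SO4, 0.01% BSA / Timing: protein complex preformed 1 h, compound exposure 1 h, room temperature, dark / Measured by: FRET, excitation 422 nm, emission at 530 and 480 nm / Evaluation: loss of energy transfer signal / Control set: 5 µM unlabeled CBFb as full-inhibition high control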
Numbers without * were called inactive; / = no result given. A portion of the library; count on the stated rates, not on these rows.

The line under a structure holds: PERK inhibitor	EP2 mod	TNF death inh	Runt-SMMHC FRET	Hck Nef HTS	EP2 antag	RBBP9 inh	zVAD death inh	Runt-CBFb FRET
CC(CN(C)Cc1ccccc1)OC(=O)c1ccc(F)cc1 (stereo unspecified)
→ 1.1	-4	1.2	-1	2	5	-7	0.1	1
CCc1ccc(NC(=O)C2CCCN(S(C)(=O)=O)C2)cc1 (stereo unspecified)
→ 0.2	-26	0.3	-4	-2	8	-5	1.8	4
COC(=O)COC(=O)CC(CC(N)=O)c1ccccc1 (stereo unspecified)
→ -0.3	8	-0.2	1	0	12	-8	0.0	-2
COC(=O)c1c(C(=O)OC)c2n(c1C)CCC2
→ -0.6	15	0.3	-4	1	3	3	-0.1	0
O=C(O)c1cn(C2CCCCC2)c2ccccc2c1=O
→ 0.9	-17	0.8	-4	5	6	-9	-0.2	-1
Cc1cc(C)n2nc(CC(=O)NC3CCCCCCC3)nc2n1
→ -0.4	1	-2.0	-2	-2	10	-3	0.8	0
COc1ccc(/C=C/C(=O)NC(=S)Nc2cc([N+](=O)[O-])ccc2O)cc1OC
→ 0.8	11	-1.9	-7	24	6	7	-0.2	-7
Cc1ccc(-c2csc3ncnc(-n4cnc5ccccc54)c23)cc1
→ -0.6	16	-5.5	-9	6	4	-10	0.6	-1
CC(C)(C)c1ccc(OCC(=O)N/N=C/c2ccc(N3CCOCC3)cc2)cc1
→ 0.3	-24	0.1	-13	5	10	-10	/	-8
O=C(/C=C/c1cccc(Cl)c1)NCc1cccs1
→ 1.7	-49	1.1	-4	0	8	-2	1.1	-1
Cc1cc(C)n(-c2ccc(C(=O)OC(C)C)cc2)n1
→ 0.5	-4	-2.2	-7	0	8	1	-0.3	-2
CC1=C(C(=O)N2CCOCC2)C(c2ccsc2)C2=C(CCCC2=O)N1 (stereo unspecified)
→ 1.1	23	-1.9	1	6	3	-3	-1.0	0
CCCCCCCCCn1ccc(=N)cc1
→ -0.8	-19	-19	-1	9	5	-8	1.4	-1
COc1cc(/C=N/NS(=O)(=O)c2ccc(C)cc2)ccc1OCc1cccc(C(=O)O)c1
→ 1.5	11	0.7	1	20	6	-3	1.5	-4
Cc1cc2c(cc1C)NC(=O)CC(C(F)(F)C(F)(F)C(F)(F)F)=N2
→ -0.1	3	2.0	-1	-1	5	-2	-0.4	-1

The final two compounds of the part before lead into the next:
The line under a structure holds: PERK inhibitor	EP2 mod	TNF death inh	Runt-SMMHC FRET	Hck Nef HTS	EP2 antag	RBBP9 inh	zVAD death inh	Runt-CBFb FRET
COc1cc(/C=N/NS(=O)(=O)c2ccc(C)cc2)ccc1OCc1cccc(C(=O)O)c1
→ 1.5	11	0.7	1	20	6	-3	1.5	-4
Cc1cc2c(cc1C)NC(=O)CC(C(F)(F)C(F)(F)C(F)(F)F)=N2
→ -0.1	3	2.0	-1	-1	5	-2	-0.4	-1
CSc1ccccc1Nc1ncnc(N)n1
→ -0.2	-9	-1.3	2	-9	12	-16	0.4	-1
CCCCC(CC)C(=O)Nc1cccc(SC)c1 (stereo unspecified)
→ 0.7	10	0.1	3	15	0	-8	4.8	2
O=C(COc1ccc(S(=O)(=O)N2CCCC2)cc1Cl)NCc1ccc2c(c1)OCO2
→ -0.8	41	-1.1	-7	-1	16	-3	0.1	2
Cc1ccc(Cn2c(SC3CCOC3=O)nc3ccccc3c2=O)cc1 (stereo unspecified)
→ 0.6	-9	3.0	-1	-1	9	-7	1.2	2
COC(=O)c1c(NC(=O)COC(=O)[C@@H](NS(=O)(=O)c2ccc(C)cc2)C(C)C)sc2c1CCC2
→ -0.6	27	1.5	-4	0	12	-11	1.7	-4
C=CCn1cnc2c(nnn2-c2cc(C)cc(C)c2)c1=O
→ 1.8	7	-0.6	0	-5	11	1	3.2	-1
O=C(N/N=C/c1cccs1)C(=O)N1CCCC1
→ -0.4	5	0.6	-2	3	9	1	0.9	3
COc1c(C)cc(C(=O)C2CCCN(C(=O)c3ccc4cc[nH]c4c3)C2)cc1C (stereo unspecified)
→ -0.1	-44	-0.1	3	10	9	-4	-0.5	-1
Cc1cc2c(c(=O)o1)C(C(C)C)C(C#N)=C(N)O2 (stereo unspecified)
→ -0.4	-3	-2.0	1	0	10	-4	0.1	-2
CCc1cc2c(C)cc(=O)oc2cc1OC(=O)C1CCCN1C(=O)OC(C)(C)C (stereo unspecified)
→ -0.1	22	-2.6	75*	75*	21	-5	-0.3	30
CCCNc1nc(C)cc(-c2cc(C(=O)NC3CCCC3)on2)n1
→ /	-18	1.6	0	27	15	/	0.3	0
C=C(C)c1cccc(C(C)(C)NC(=O)NCC2CCCO2)c1 (stereo unspecified)
→ -0.5	-7	0.8	-4	0	3	-2	1.4	2
CCC(C)NC(=O)CN(c1cc(Cl)ccc1OC)S(C)(=O)=O (stereo unspecified)
→ -1.2	6	1.1	0	2	2	-7	0.7	0
CCc1cccc(NC(=S)Nc2ccc(CN3CCOCC3)cc2)c1
→ 1.3	-26	-0.9	-2	9	4	6	-0.6	1
Clc1ccc(CNc2ccc(CNc3ncn[nH]3)cc2)c(Cl)c1
→ 2.0	-27	-3.1	-6	30	7	8	0.3	4
CCC(C)NC(=O)CSc1ncccc1C(=O)O (stereo unspecified)
→ 0.9	6	0.4	2	0	6	7	0.0	0
Cc1cccc(NC(=O)Cc2nnc(NC(=O)Nc3ccccc3F)s2)c1
→ 0.6	-29	0.2	-1	19	1	-8	1.0	-2
CCOc1ccc(CN2CCNC(=O)C2CC(=O)NCCCn2ccnc2)cc1 (stereo unspecified)
→ 0.5	29	-0.1	-2	6	7	-5	0.3	-1
CCC(C)N(C(=O)COC(=O)C1C(C(=O)OC)=C(C)NC(C)=C1C(=O)OC)C1CCS(=O)(=O)C1 (stereo unspecified)
→ -0.1	36	0.7	0	17	3	0	3.2	0
Cc1ccc2nc(SCC(=O)Nc3ccccc3N3CCOCC3)c(C#N)cc2c1
→ 0.1	7	-6.1	0	18	/	-3	-0.3	0
CC(C)=CC(=O)OCC(=O)Nc1ccc(SC(F)F)cc1
→ 0.1	-5	2.3	3	21	2	4	1.1	-1
COc1ccc(CN=C(C#N)C2=C(O)c3ccccc3C2=O)cc1
→ -0.9	-38	1.9	3	19	5	2	0.6	1
Cn1c(=O)n(C)c2cc([N+](=O)[O-])c(N3CCN(C(=O)C(C)(C)C)CC3)cc21
→ 0.9	7	-0.2	-3	23	8	-4	1.5	3
CCOc1ccc(OCCCCNC(C)(C)C)cc1
→ -0.1	15	0.5	4	17	6	-8	1.4	-2
CC(C)C1OC2(C)OC(=N)C1(C#N)C(C#N)(C#N)C2c1ccccc1 (stereo unspecified)
→ 0.3	13	0.0	63*	21	9	4	12	40
Cc1onc(-c2ccccc2)c1C(=O)Nc1ccccc1C#N
→ 0.8	0	-0.5	18	2	13	-4	0.7	5
O=C(COc1ncnc2c(Cl)cc(Cl)cc12)N1CCCCC1
→ -0.3	-10	11	1	0	2	5	1.4	-2
CCOc1ccc2nc(NC(=O)CSc3ccc(Cl)cc3)sc2c1
→ -1.0	6	4.5	3	-2	8	-1	-0.1	4
Cc1nnc(NC(=O)CSc2nccn2-c2cccc(C)c2C)s1
→ 0.1	-17	-7.0	-3	-2	13	-10	0.7	1
CC1(C)Cc2cccc(OCC(=O)Nc3ccccc3N3CCOCC3)c2O1
→ 0.0	58	-0.7	1	5	3	-13	0.7	-2
O=S(=O)(Nc1ccc(O)c(Sc2nc3ccccc3s2)c1)c1ccc(F)cc1
→ 0.4	0	4.2	2	4	7	-9	1.2	3
CCC(C)NCCCCOc1cc(C)cc(C(C)C)c1 (stereo unspecified)
→ -0.4	21	3.7	-4	1	7	-7	/	-2
Cc1ccc(Nc2ncnc3c2oc2ccccc23)cc1
→ -1.5	2	-3.5	2	-17	/	-14	1.2	0
CC1=CC2=NC(=O)/C(=C\c3cc(C)n(-c4ccc(F)cc4)c3C)C(=N)N2O1
→ -0.7	6	1.6	12	-2	5	-6	1.0	14
NC(=S)N=Nc1c(O)[nH]c2ccc(F)cc12
→ 0.1	-1	-1.2	1	2	6	-7	1.4	3
CCOC(=O)C1CCCN(c2c(NCc3ccco3)c(=O)c2=O)C1 (stereo unspecified)
→ -0.9	4	1.5	1	-1	15	-5	1.2	-1
CC1CN(C(=O)c2cc3c(s2)CCC3)CC(C)O1 (stereo unspecified)
→ 1.4	24	-5.1	-3	1	7	-5	0.9	3
Cc1ccc(-c2ccc(/C=C3\C(=O)ON=C3c3ccccc3)o2)c([N+](=O)[O-])c1
→ 0.3	-12	-15	54	37	23	-2	-0.5	28
Cc1cc(OCC(O)CNC(C)(C)C)ccc1Cl (stereo unspecified)
→ 1.5	-24	2.4	2	26	9	-5	3.3	-2
O=C(NCC1CCN(S(=O)(=O)c2ccccc2)CC1)Nc1ccc(F)cc1F
→ -0.2	-15	3.5	2	10	19	-4	-0.2	-1
CC(OC(=O)Cc1c(F)cccc1Cl)C(=O)NCCC1=CCCCC1 (stereo unspecified)
→ 1.4	15	0.3	1	1	5	-6	-0.2	-4
COC(=O)c1[nH]c2ccccc2c1NC(=O)CCN1CCN(C2CCCCC2)CC1
→ -0.5	7	-4.8	1	2	8	-5	-0.2	1
